# High-throughput results: PubChem BioAssay, Broad Institute
# RAD54 inh – inhibitors of human RAD54 branch migration, primary screen, biochemical, fluorescence, single point; DNA repair and recombination protein RAD54-like (Homo sapiens), Q92698; RAD54 Holliday junction branch migration, FAM/BHQ fluorescence; inhibition, % at 10.4 µM; 360,000 compounds, 0.14% hits; AID 602329, 2012;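 active = mean normalized replicate activity at least 40 and at least half of replicates scoring 40 or more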;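 note: 0% = median of neutral control wells and 100% = median of positive control wells; inhibitors cause a drop in the FAM fluorescence signal; in these data hits start at about 50%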
# Target sequence (Q92698 whole entry, looked up): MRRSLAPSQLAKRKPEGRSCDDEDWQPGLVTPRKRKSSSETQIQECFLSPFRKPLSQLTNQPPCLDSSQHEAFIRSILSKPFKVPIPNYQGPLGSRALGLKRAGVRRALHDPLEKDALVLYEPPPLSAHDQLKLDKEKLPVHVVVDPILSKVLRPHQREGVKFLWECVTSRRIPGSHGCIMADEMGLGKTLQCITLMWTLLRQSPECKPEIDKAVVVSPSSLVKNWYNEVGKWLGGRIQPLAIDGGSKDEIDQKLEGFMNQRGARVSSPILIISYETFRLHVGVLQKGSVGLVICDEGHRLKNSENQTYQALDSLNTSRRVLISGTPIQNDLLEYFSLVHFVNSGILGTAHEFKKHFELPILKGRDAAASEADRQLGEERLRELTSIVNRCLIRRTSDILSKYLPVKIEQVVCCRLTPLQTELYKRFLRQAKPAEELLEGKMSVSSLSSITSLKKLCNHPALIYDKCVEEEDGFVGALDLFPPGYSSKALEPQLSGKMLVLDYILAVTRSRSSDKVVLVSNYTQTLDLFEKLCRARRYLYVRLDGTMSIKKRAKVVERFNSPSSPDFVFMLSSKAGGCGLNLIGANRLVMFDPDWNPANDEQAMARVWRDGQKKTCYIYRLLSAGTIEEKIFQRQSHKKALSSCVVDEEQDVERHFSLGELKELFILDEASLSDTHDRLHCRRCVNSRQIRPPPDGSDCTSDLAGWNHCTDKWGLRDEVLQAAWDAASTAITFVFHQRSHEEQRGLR
# Active calls of the source: *. This is a subset. The share of hits here may be higher or lower than overall.
Structure	RAD54 inh
Cc1cc2nc(-c3ccc(SCC(=O)Nc4nccs4)nc3)[nH]c2cc1C	-0.4
Cc1c(C(c2ccc([N+](=O)[O-])cc2)c2c(C)n(C)n(-c3ccccc3)c2=O)c(=O)n(-c2ccccc2)n1C	12.4
CCOC(=O)CC(NC(=O)c1ccco1)c1ccc(OC)cc1 (centres undefined)	-0.6
Cc1sc(NC(=O)C2CCCO2)c(C(N)=O)c1C (centres undefined)	6.0
COc1cccc(C(=O)Nc2ccc(-c3nnc(-c4ccco4)o3)cc2)c1	-4.3
O=c1cc(CO)oc(C(Nc2ccccn2)c2ccc(C(F)(F)F)cc2)c1O (centres undefined)	1.4
Cn1nnnc1SCC(=O)N1CCc2ccccc2C1	-23.9
CC(C)(C)C1CCc2c(sc(N)c2C(N)=O)C1 (centres undefined)	9.8
CCN(CC)c1ccc(/C=C(\C#N)C(=O)NCc2ccccc2)cc1	-21.0
O=C(NCCN1CCOCC1)N1c2ccccc2Sc2ccccc21	3.0
COc1ccccc1-n1c(N)c(C(=O)NCC2CCCO2)c2nc3ccccc3nc21 (centres undefined)	0.9
CCNC(=O)CN1C(=O)NC2(CCCc3cc(OC)ccc32)C1=O (centres undefined)	0.4
O=C(NCCN1CCOCC1)c1ccc2c(c1)N(Cc1ccccc1)C(=O)CS2	-3.9
CCc1ccc(C2NC(=S)NC3=C2C(=O)N(c2ccccc2OC)C(c2ccc(CC)cc2)N3)cc1 (centres undefined)	0.5
COc1ccc(-n2nnc3c(=O)n(CC(=O)N4CCCC4)cnc32)cc1	-0.3
NC(=O)Cn1nnc(-c2ccccc2NC(=O)c2cnccn2)n1	3.8
CCCCOC(=O)Cn1c(=N)n(CCN(CC)CC)c2ccccc21	-10.6
COc1cccc(NC(=O)c2nn(C34CC5CC(CC(C5)C3)C4)cc2[N+](=O)[O-])c1	-7.3
CN1c2ccccc2C(C)(C)C12CCCC(=O)N2 (centres undefined)	-14.2
O=C1COc2ccc(C(=O)c3ccccc3C(=O)NCc3ccccc3)cc2N1	-11.1
CC1(C)Cc2nc3sc4c(SCC(=O)NCc5ccccc5)ncnc4c3cc2CO1	-7.4
CSc1nc2ccccc2n1Cc1c(Cl)cccc1Cl	-6.4
COCCCn1c(SCC(=O)N2CCc3ccccc32)nnc1-c1ccoc1C	-14.3
Cc1ccc(NC(=O)CSCC(=O)N2CCOCC2)cc1	3.7
COc1cccc(/C=N/Nc2nn3cnnc3c3ccccc23)c1	-15.0
O=[N+]([O-])CC(=Nc1ccc(Cl)cc1)N/N=C\c1oc(O)c2ccccc12	-7.9
Cn1c(-c2ccccc2)cnc1SCc1nc2ccccc2c(=O)[nH]1	-12.5
Cc1nc2ccc(NC(=O)c3cccc(S(=O)(=O)N(C)c4ccccc4)c3)cc2s1	5.5
CN(C)Cc1ccc(F)cc1Sc1ccc(Cl)cc1Cl	-5.8
CCOC(=O)/C(=N\Nc1ccc(Br)cc1)N1CC(C)OC(C)C1 (centres undefined)	-5.6
CCCCN(C)C/C(O)=C(\C#N)c1nc(-c2ccccc2)cs1	5.7
CCN1C(=O)c2cccc3c(S(=O)(=O)NCc4cccnc4)ccc1c23	-0.3
Cc1ccc(-n2nc3ccc(NC(=O)c4ccco4)cc3n2)cc1	-3.8
C=CCn1c(SCc2c(C(=O)OC)sc(N)c2C(=O)OC)nnc1-c1ccc(Cl)cc1	2.2
O=C(CCCNC(=O)/C(=C\c1ccc(F)cc1)NC(=O)c1ccccc1)OCc1ccccc1	3.7
CC(C)CCn1nc(C(=O)OC(C)C(=O)NC(N)=O)c2ccccc2c1=O (centres undefined)	-13.6
Cc1ccc(Nc2nnc(SC/C(O)=C(\C#N)c3nc4ccccc4[nH]3)s2)c(C)c1	3.5
CCN(CC)S(=O)(=O)c1ccc(N2CCOCC2)c(NC(=O)c2c3c(nc4ccccc24)CCC3)c1	-0.5
CC1CCCCN1C(=O)CSc1ccc(-c2ccc(F)cc2)nn1 (centres undefined)	0.7
COc1ccccc1N1CCN(C(=O)CCNS(=O)(=O)c2ccc(Br)s2)CC1	-1.1
O=C(CN1CCN(S(=O)(=O)c2ccc(Br)cc2)CC1)Nc1ccccc1C(=O)c1ccccc1	1.9
O=C(O/N=C/C1=C(Cl)c2ccccc2CC1)c1ccc(F)cc1	2.0
CC(C)c1ccc(NC(=O)c2ccc(Br)o2)cc1	-6.1
CC(C)c1nc(N2CCOCC2)c(C#N)c2c1COC(C)(C)C2	5.7
CCC(=O)Nc1ccccc1C(=O)N1CCCC1	8.3
Cc1ccc(CN2C3=NCCCN3c3ccccc32)cc1	-10.5
O=C(C1CCCN(S(=O)(=O)c2cccc3nsnc23)C1)N1CCN(c2ccccn2)CC1 (centres undefined)	-5.0
O=C(Nc1ccc2c(c1)OCCO2)C1CCN(c2cnccn2)CC1	-1.4
COc1ccccc1NC(=O)c1ccc(NC(=O)COC(=O)C2CC2C)cc1 (centres undefined)	1.6
Cc1cc2c(C)nc(-c3ccccc3)nc2o1	0.5
COc1ccc(NC(=O)CCn2nnc(-c3ccc(C)cc3)n2)cc1OC	-0.1
COC(=O)c1ccc(/C=N/OCC(=O)NC2CCCC(C)C2C)cc1 (centres undefined)	-10.5
O=c1cc(CO)occ1OCc1cccc(F)c1	4.6
Cc1ccc([N+](=O)[O-])cc1N=C(c1cccc([N+](=O)[O-])c1)N1CCOCC1	1.3
COc1ccc(/C=N/N=C2/NC(=O)C(c3ccccc3)S2)c(OC)c1 (centres undefined)	-2.8
Cc1ccc(C(=O)c2ccc([N+](=O)[O-])cc2)c(C)c1	0.7
Cc1cccc(-n2nnc(C(=O)N3CCc4ccccc4C3)c2N)c1	0.8
Cc1ccc(OCc2nnc(SCCN3CCOCC3)n2C)cc1	6.7
O=C(O)/C=C/C(=O)Nc1ccccc1SC(F)(F)F	-13.2
Cc1cc(NC(=O)c2ccccc2)ncc1NC(=O)c1ccco1	5.1

# The list continues:
Structure	RAD54 inh
CC(=O)Nc1cc(C(=O)N2CCN(C)CC2)ccc1Sc1ccc(C)cc1	-7.8
Cc1c(Cl)cccc1-c1ccc(/C=N/n2cnnc2)o1	-3.4
Cc1nc2ccc(S(=O)(=O)NCC(=O)N3CCOCC3)cc2s1	8.7
NC(=O)c1cc(-c2ccccc2)sc1NC(=O)Cc1ccc(S(=O)(=O)N2CCOCC2)s1	1.3
O=C(C1CCN(c2nnc(-n3cccc3)s2)CC1)N1CCN(c2cccc(C(F)(F)F)c2)CC1	3.4
Cc1cc(C)c(C#N)c(SCc2nc3ccccc3[nH]2)n1	8.2
CCOC(=O)Cn1c(-c2nonc2NC(=O)c2ccccc2F)nc2ccccc21	-2.2
Cn1c(SCC2CCCCC2)nnc1-c1ccncc1	5.1
CC(C)c1nc2ccccn2c1NC1CCCCC1	-3.8
COc1cccc(/C=N/NC(=O)NC23CC4CC(CC(C4)C2)C3)c1O	1.5
CN1CCN(CC(=O)C23CC4CC(CC(C4)C2)C3)CC1	-6.6
C(=N\N=C\c1cccnc1)/c1cccnc1	-1.2
COc1ccc(CNC(=O)COC(=O)C2CCN(S(=O)(=O)c3ccccc3C(F)(F)F)CC2)cc1	1.1
CC(C)c1cc(C(N)=O)c(NC(=O)c2cccc(COc3ccc(Cl)cc3)c2)s1	-3.9
O=C(C1=NNC2C(=O)N(c3ccccc3)C(=O)C12)c1nc(Cl)ccc1Cl (centres undefined)	1.7
CCOc1cc(-c2noc(-c3cccnc3)n2)ccc1OC	-5.8
CCOc1ccc(Cc2nc(-c3nonc3N)no2)cc1OCC	-2.5
Cc1[nH]cnc1CSCc1ccc(F)cc1	6.3
COc1ccccc1C(=O)Nc1ccccn1	7.7
O=[N+]([O-])c1cccc(-c2nc(NCc3ccccc3)c3ccccc3n2)c1	2.9
C=CCn1c(=O)c2ccccc2n2c(SC(C)C(=O)Nc3nc(-c4ccccc4)cs3)nnc12 (centres undefined)	10.4
CC12CCC3(CO)COC(c4ccccc4O1)C2C3 (centres undefined)	2.8
Cc1c(NC(=O)CN2C(=O)c3ccccc3C2=O)c(=O)n(-c2ccccc2)n1C	-9.2
Cc1ccc(S(=O)(=O)Nc2cc(C(C)C)c(O)cc2C)cc1	-14.1
CCOC(=O)Nc1cccc(OCC(=O)Nc2ccccc2OC)c1	-0.5
Cc1ccn2c(C(=O)c3ccc(Cl)cc3)cnc2c1	-6.3
CCCNS(=O)(=O)c1ccc(CCC(=O)NCc2ccc3c(c2)OCO3)cc1	3.5
O=C(Nc1ccccc1)Nc1nccs1	-12.0
CCCC(=O)Nc1ccc(NC(=O)c2ccccn2)cn1	-3.9
CCOc1c(Cl)cc(CNCC(C)C)cc1Cl	0.1
CC(C)(C)NC(=O)CSc1nc(O)cc(=O)n1-c1ccccc1F	-61.6
CCOc1ccc(NC(=O)c2ccncc2)cc1	-6.1
O=C1Nc2ccccc2C(O)(C(=O)NC2CC2)N1c1ccc(Cl)c(Cl)c1 (centres undefined)	-1.8
CCOC(=O)/C(C#N)=C\c1ccc(OCC(=O)Nc2ccc(C)cc2C)c(OC)c1	1.6
CCCCNC(=O)C1c2ccccc2C(=O)N(c2ccc(OC)cc2)C1c1ccc(OC)cc1 (centres undefined)	0.4
COc1cc(NC(=O)C(C)Oc2ccccc2)cc(OC)c1 (centres undefined)	13.6
CC(CCc1ccccc1)NC(=O)C1CCN(S(=O)(=O)N2CCOCC2)CC1 (centres undefined)	-2.2
Cc1ccc(N=C2CCCCCN2C)c(C#N)c1	-0.3
S=C(Nc1ccccc1)Nc1cc(Cl)ccc1Oc1ccccc1	-4.7
COc1ccc(NC(=S)NCCSc2ccc(Cl)cc2)c(OC)c1	1.0
O=C(CSc1nc2ccccc2[nH]1)N=Nc1c(O)[nH]c2ccccc12	7.3
COc1ccc(NC(=O)CCc2c(C)nc3nc(C)nn3c2C)cc1	-3.7
Cc1ccc(NC(=O)NC(=O)CN2C(=O)NC3(CCc4ccccc43)C2=O)c(C)c1 (centres undefined)	4.3
COc1cc(OC)c(N(C)S(=O)(=O)c2cccc(C(=O)OCC(=O)c3c[nH]c4ccccc34)c2)cc1Cl	3.0
CCOC(=O)N1CCN(C(=O)CN(c2cccc(C(F)(F)F)c2)S(C)(=O)=O)CC1	-6.1
CC1=C(C(N)=O)C(c2cccnc2)n2nc(SCc3ccccc3Cl)nc2N1 (centres undefined)	-3.2
Clc1ccc2nc(CN3CCCCCC3)cn2c1	1.0
Cc1ccc(C(C(=O)NC(C)(C)C)N(Cc2cccs2)C(=O)c2csnn2)cc1 (centres undefined)	4.1
Cc1nn(-c2ccccc2)c(C)c1/C=C/C(=O)OCC(=O)Nc1ncc(C(F)(F)F)cc1Cl	-6.4
CNc1nc(SC)nc2ccsc12	-7.6
O=[N+]([O-])c1ccccc1/C=N/n1c(-c2cccnc2)n[nH]c1=S	2.3
FC(F)(F)c1cccc(NC(=S)Nc2ccc(Cl)cc2Cl)c1	4.2
COc1ccc(C(=O)/C=C/C(=O)N(Cc2ccc(F)cc2)C(C(=O)NC2CCCCC2)c2ccncc2)c(O)c1 (centres undefined)	-7.1
Cc1ccc(COc2ccc(Br)cc2/C=N/O)cc1	1.4
C=CCSc1nc2sc(C)c(C)c2c(=O)n1CC=C	-1.9
Oc1ccc(Nc2nc(-c3ccc4ccccc4c3)cs2)cc1	3.0
Cc1cccc(N(CC(N)=O)C2SC(=O)N(c3ccccc3)C2=O)c1 (centres undefined)	-1.4
CCC(C)NC(=O)CSc1nc2ccsc2c(=O)n1NC(=O)c1ccccc1 (centres undefined)	7.9
CCCCC[n+]1ccn(-c2nc3ccccc3nc2[N-]S(=O)(=O)c2ccc(C)cc2)c1	1.9
CN1C(=O)C2(C(C#N)=C(N)N(c3cc(Cl)cc(Cl)c3)C3=C2C(=O)CCC3)c2ccccc21 (centres undefined)	-6.5

# Later entries:
Structure	RAD54 inh
CCOC(=O)c1cc2c(ccn2-c2ccc(F)cc2)n1CC(=O)N1CCN(C(=O)c2ccco2)CC1	-11.6
CCSc1nnc(NC(=O)c2ccc(C)o2)s1	-0.1
Cc1ccc(C(c2nnnn2Cc2cccs2)N2CCN(Cc3ccc4c(c3)OCO4)CC2)cc1 (centres undefined)	-2.6
COC(=O)C1C(=O)OC(C)(C)C1C(C)C(=O)c1ccccc1 (centres undefined)	3.7
COc1ccc(NC(=O)N2Cc3ccccc3CC2C(=O)NC(C)(C)C)cc1 (centres undefined)	3.9
Cc1ccc(NC(=S)NCc2ccccn2)cc1	-4.7
O=C(NCCCNC1CCCCC1)c1ccc(/C=N/O)nc1	-5.0
COCc1cc(=O)[nH]c2cc(NC(=O)C3CC3)c(C)cc12	6.6
CN(c1ccc(O)cc1)c1nc(-c2ccccc2)cs1	4.1
O=C(NCc1ccccc1)c1cccc(COc2cccc(Cl)c2)c1	14.1
CN(C(=O)c1cccc(C#N)c1)c1nnc(-c2ccncc2)s1	-9.6
O=C(Nc1ccc(Br)cc1)c1ccc(Br)c(S(=O)(=O)Nc2cccnc2)c1	-13.3
Cn1c(Cl)cnc1C1CC(=O)c2cc(Cl)ccc2O1 (centres undefined)	3.5

# Structures from the list above that have a tert-butyl group, in the order listed:
Structure	RAD54 inh
CC(C)(C)C1CCc2c(sc(N)c2C(N)=O)C1 (centres undefined)	9.8
CC(C)(C)NC(=O)CSc1nc(O)cc(=O)n1-c1ccccc1F	-61.6
Cc1ccc(C(C(=O)NC(C)(C)C)N(Cc2cccs2)C(=O)c2csnn2)cc1 (centres undefined)	4.1
COc1ccc(NC(=O)N2Cc3ccccc3CC2C(=O)NC(C)(C)C)cc1 (centres undefined)	3.9
